Screens as filed in PubChem.
HADH2 inhib: qHTS Assay for Inhibitors of HADH2 (Hydroxyacyl-Coenzyme A Dehydrogenase, Type II) | 3-hydroxyacyl-CoA dehydrogenase type-2 (Homo sapiens), Q99714 | recombinant HADH2, NADH fluorescence, beta-hydroxybutyryl-CoA | Potency, µM (top dose mostly 57.1 µM), inactives show at the highest dose activity change, negative = inhibition, hits mostly inhibitors | 73,000 tested, 3.4% active | AID 886, 2007; also: potency is read from the fitted curve at half-maximal effect; % is scaled to controls: 0 for no effect and ±100 for the full control effect; nearly all actives have a fitted effect of over 60% in size; many of its hits are not listed in these tables
Target sequence (Q99714 whole entry, looked up, one chain of several): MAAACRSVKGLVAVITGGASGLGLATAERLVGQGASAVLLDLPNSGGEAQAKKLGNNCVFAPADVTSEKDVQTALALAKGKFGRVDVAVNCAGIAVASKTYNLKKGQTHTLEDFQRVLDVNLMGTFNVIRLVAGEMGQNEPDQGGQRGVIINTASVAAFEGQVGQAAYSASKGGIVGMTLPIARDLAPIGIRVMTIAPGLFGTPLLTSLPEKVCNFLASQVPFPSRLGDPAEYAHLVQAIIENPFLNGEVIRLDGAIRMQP
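Read-out: 360 nm excitation, 450 nm emission, kinetic over 4 min. Conditions: His-tagged human HADH2 20 nM, pH 9.0 Tris with Tween-20, 1 mM NAD+, 90 uM beta-hydroxybutyryl-CoA.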
TexasRed autofl: qHTS Assay for Spectroscopic Profiling in Texas Red Spectral Region; Compound fluorescence, Texas Red channel, 547/618 nm; active compounds read high; max dye-equivalent concentration, M; 59,000 tested, 0.06% active; AID 587, 2007; in the data active = max dye-equivalent concentration above about 10 nM; inconclusive = between about 1.1 nM and that limit
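Compound titrations in 100 mM Tris pH 8.0 were incubated 15 min at room temperature and read at 547 nm excitation / 618 nm emission. Texas Red six-point standard curve on each plate converted fluorescence to dye-equivalent concentration.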
Tau filament bind: qHTS Assay for Tau Filament Binding; Microtubule-associated protein tau (Homo sapiens), P10636; Potency, µM (doses to about 57.1 µM), for the others: top-dose activity change, negative = inhibition; recombinant tau filaments, thioflavin S fluorescence, 15 h; filaments grown with octadecylsulfate alongside compound; 71,000 tested, 2% active;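 also: potency is read from the fitted curve at half-maximal effect; % is scaled to controls: 0 for no effect and ±100 for the full control effect; actives lower thioflavin S fluorescence by blocking filaments or displacing dye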
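ThS-based fibril read: tau 1 uM final, inducer ODS 30 uM final, 37 C for 15 h, ex 450/em 510 nm.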
FLuc inh: qHTS Assay for Inhibitors of Firefly Luciferase | Luciferin 4-monooxygenase (Photinus pyralis), P08659 | 72,000 tested, 2.2% active | AID 411, 2009 | purified firefly luciferase, luminescence, 8 min | Potency, µM (highest dose often 57.1 µM), inactives show top-dose activity change, negative = inhibition, most hits filed as inhibitors; also: potency is read from the fitted curve at half-maximal effect; % is scaled to controls: 0 for no effect and ±100 for the full control effect; nearly all actives have a fitted effect of over 40% in size
Target sequence (P08659 whole entry, looked up): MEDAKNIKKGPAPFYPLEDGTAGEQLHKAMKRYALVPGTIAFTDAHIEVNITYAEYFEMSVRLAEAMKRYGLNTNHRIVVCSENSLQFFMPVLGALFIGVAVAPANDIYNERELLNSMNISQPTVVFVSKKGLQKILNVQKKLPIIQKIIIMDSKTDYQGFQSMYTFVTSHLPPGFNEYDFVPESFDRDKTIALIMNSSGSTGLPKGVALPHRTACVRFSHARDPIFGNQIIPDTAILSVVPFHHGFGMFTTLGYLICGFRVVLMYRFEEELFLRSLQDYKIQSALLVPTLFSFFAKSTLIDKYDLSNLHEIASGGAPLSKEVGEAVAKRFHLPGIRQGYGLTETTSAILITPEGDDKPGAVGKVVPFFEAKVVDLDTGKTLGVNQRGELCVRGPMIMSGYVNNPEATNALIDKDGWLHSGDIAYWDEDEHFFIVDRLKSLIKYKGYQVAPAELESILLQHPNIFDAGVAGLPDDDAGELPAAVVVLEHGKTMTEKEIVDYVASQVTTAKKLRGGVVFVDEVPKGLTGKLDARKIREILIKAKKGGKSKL
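Titration-based qHTS; buffer 50 mM imidazole pH 7.2, 50 mM KCl, 7 mM MgCl2, 10 uM ATP, 0.01% Tween 20, 0.05% BSA; luciferase/luciferin detector mix added after compound; 8 min, ambient; luminescence.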
HBB splice mod: qHTS Assay for Modulators of Hemoglobin Beta Chain Splicing; HBB splicing reporter cell assay, activation; EGFP reporter with mutant IVS2-654 intron; response scale: normalised to 500 nM splice-correcting PNA; 65,000 tested, 0.06% active; Potency, µM (titrated, usually from 46.1 µM), inactives show top-dose activation, hits mostly activators; also: potency is read from the fitted curve at half-maximal effect; 0% is about no effect
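HeLa cells stably expressing EGFP interrupted by mutant beta-globin intron 2 (IVS2-654), 500/well in 2% FCS. Treated with compound for 2 days at 37C. Splicing correction scored as total well GFP intensity (488 nm excitation, 500-520 nm emission); 500 nM antisense PNA served as control.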
Pol III holo inh: qHTS Assay for Inhibitors of DNA Polymerase III Holoenzyme System | reconstituted DNA polymerase III holoenzyme replication, biochemical | Potency, µM (highest dose often 57.1 µM), without a hit: at the top dose activity change, negative = inhibition | 71,000 tested, 0.25% active | AID 603, 2007; also: potency is read from the fitted curve at half-maximal effect; % is scaled to controls: 0 for no effect and ±100 for the full control effect
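Reconstituted *E. coli* holoenzyme (0.35 nM Pol III, 1 nM beta, 154 nM SSB, 2 nM primase) was preincubated with compound for 15 min at RT. Synthesis on 1.4 nM ssM13Gori ran 35 min, then was stopped with PicoGreen/EDTA and read as dsDNA fluorescence.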
Rhodamine autofl: qHTS Assay for Spectroscopic Profiling in Rhodamine Spectral Region; 59,000 tested, 0.05% active; max dye-equivalent concentration, M; Rhodamine-region fluorescence, 547/598 nm, Tris buffer; active compounds read high; in the data active = max dye-equivalent concentration above about 11 nM; inconclusive = between about 1.1 nM and that limit
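A six-point rhodamine series on each plate calibrates the signal. Compounds sit in 100 mM Tris (pH 8.0) for 15 min at ambient temperature before imaging through 547 nm/598 nm filters.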
Hsp90 Hop PPI: qHTS Assay for Disrupters of an Hsp90 Co-Chaperone Interaction; AlphaScreen TPR2A-His6 binding biotin-Hsp90 C-terminal peptide; Potency, µM (highest dose often 57 µM), without a hit: top-dose activity change, negative = inhibition; 71,000 tested, 0.44% active; Hsp90 C-terminal peptide / TPR2A (Hop) interaction, human; active = well fitted curve in either direction with a large enough effect; inconclusive = small, poorly fitted or top-dose-only effect, or another doubt; also: potency is read from the fitted curve at half-maximal effect; % is scaled to controls: 0 for no effect and ±100 for the full control effect; many of its hits are not listed in these tables
ERK AVP block: qHTS Assay for Inhibitors of the ERK Signaling Pathway using a Homogeneous Screening Assay. HEK293-V1b, vasopressin-stimulated pERK AlphaScreen. Potency, µM (highest dose often 57.5 µM), for inactives: at the top dose activity, negative = inhibition, hits mostly inhibitors. 72,000 tested, 0.99% active. AID 995, 2007; also: potency is read from the fitted curve at half-maximal effect; % is scaled to controls: 0 for no effect and ±100 for the full control effect; nearly all actives have a fitted effect of over 55% in size
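Overnight-seeded V1b-HEK293 cells in 1% FBS got compound, then vasopressin (25 nM final, 5 min, 37C), then lysis buffer. AlphaScreen detection of phospho-ERK; activity normalized to basal and full-stimulation controls.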
15-hLO inh: qHTS Assay for Inhibitors of 15-hLO (15-human lipoxygenase). Polyunsaturated fatty acid lipoxygenase ALOX15 (Homo sapiens), P16050. purified 15hLO-1, xylenol orange hydroperoxide absorbance. Potency, µM (doses to about 57.1 µM), without a hit: at the highest dose activity change, negative = inhibition, most hits filed as inhibitors. 74,000 tested, 1.4% active; also: potency is read from the fitted curve at half-maximal effect; % is scaled to controls: 0 for no effect and ±100 for the full control effect; nearly all actives have a fitted effect of over 55% in size
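40 nM 15hLO-1 + cpd, 15 min RT; start w/ 50 uM AA (final), 6 min RT; stop/detect w/ 200 uM XO + 300 uM Fe(II) in 50 mM H2SO4, 30 min; A573/A405. Buffer 25 mM Hepes pH 7.5, 0.01% Triton X-100. No-enzyme wells as negative control.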
CRE-bla Fsk: Cell signaling CRE-BLA (Fsk stim); CHO CRE-bla reporter (cAMP response element driving beta-lactamase), forskolin EC10, beta-lactamase ratio; Potency, µM (doses to about 38.2 µM), inactives show top-dose activity change, negative = inhibition, actives largely listed as activators; 71,000 tested, 2.5% active; AID 662, 2007; active = well fitted activation curve with a large enough effect in the signal ratio, with a control signal flat, not every such curve was filed as active; inconclusive = small, poorly fitted or top-dose-only effect, or effect the other way, or a change in a side signal; the % refers to the signal ratio; also: potency is read from the fitted curve at half-maximal effect; % of control where 0% means no effect
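CRE-bla CHO cells stimulated with EC10 NKH 477 (water-soluble forskolin) and compound titrations, 3 h at 37C; beta-lactamase read with CCF4 after 2 h at room temperature. Activity from 460/530 nm emission ratio, AC50 values for positive or negative modulation.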
* = called active by the depositor; i = inactive; ? = inconclusive; . = not tested or not shown; [ ] = dose if it differs, or a comment. Unless noted, calls follow the shape of the dose curve; as a rule, active = well fitted curve in the direction sought with a large enough effect; inconclusive = small, poorly fitted or top-dose-only effect, or another doubt; inactive = no such curve, though single readings can be large; an effect the other way counts as inactive or inconclusive.

No.	SMILES	HADH2 inhib	TexasRed autofl	Tau filament bind	FLuc inh	HBB splice mod	Pol III holo inh
1	COc1ccc(-n2c(SCC(=O)OC(C)C)nnc2-c2ccccn2)cc1	9%	?	-1%	1%	2.7%	-6%
2	O=C(CN1CCCCCC1)OCCN=C1NS(=O)(=O)c2ccccc21	20%	i	0%	-1%	4.0%	-2%
3	COC(=O)c1ccc(N2C(=O)c3ccc(OC)c(OC)c3C2=O)cc1	-66%	i	11%	2%	-1.5%[1.84 µM]	-5%
4	O=S(=O)(NCc1cn2ccsc2n1)c1cccs1	1%	i	-9%	-3%	-0.3%	0%
5	COC(=O)c1sccc1NC(=O)C1CC=CCC1C(=O)O (stereo not given)	-3%	i	-4%	0%	-0.9%	-14%
6	CCCn1c(=N)n(CC(=O)OCC)c2ccccc21	3%	i	-12%	4%	0.0%	-1%
7	Nc1nonc1C(=O)OCC(=O)N1CCOCC1	-13%	i	12%	-3%	.	-2%
8	O=S(=O)(Nc1ccc2nc(-c3ccc(Br)o3)[nH]c2c1)c1ccccc1	?	?	?	-13%	-0.5%[0.369 µM]	7%
9	O=S(=O)(c1cccc(C(F)(F)F)c1)N(CCCN1CCOCC1)Cc1cccs1	-16%	?	-12%	1%	-5.5%[0.369 µM]	-3%
10	O=C(Cn1c(=O)oc2cc(S(=O)(=O)N3CCCC3)ccc21)Nc1cccc(C(F)(F)F)c1	2%	i	64%	2%	0.0%	0%
11	C(=Nc1cnc2ccccc2c1)c1ccc2ccccc2n1	-20%[11.4 µM]	i	4%[11.4 µM]	2%[11.4 µM]	2.7%[9.22 µM]	-11%[11.4 µM]
12	Cn1c(=O)c2c(nc(N3CCN(c4ccccc4)CC3)n2CCCc2ccccc2)n(C)c1=O	-8%	i	8%	0%	1.4%[0.369 µM]	0%
13	Cc1ccc(Cn2nnc3c(=O)n(CC(=O)NCc4ccc5c(c4)OCO5)cnc32)cc1	8%	i	177%	-1%	4.0%	-2%
14	c1ccc(CN2CCC3(CCc4ccccc43)CC2)cc1	0%	.	?	0%	.	-1%
15	Cc1sc2nc(C(C)C)nc(SCC(=O)N3CCN(C(=O)c4ccco4)CC3)c2c1C	-6%	i	46%	-1%	0.0%[57.5 µM]	-14%

No.	Rhodamine autofl	Hsp90 Hop PPI	ERK AVP block	15-hLO inh	CRE-bla Fsk
1	i	?	-10%	24%	?
2	i	-3%	-19%	1%	7%
3	i	0%	-4%	11%	7%
4	i	-3%	6%	-5%	-3%
5	i	-1%	8%	4%	-17%
6	i	0%	-2%	-4%	-3%
7	i	-2%	-16%	6%	1%
8	i	-8%	-16%	?	26%
9	i	1%	6%	-15%	4%
10	i	0%	7%	-18%	7%
11	i	0%[11 µM]	-3%[11.5 µM]	2%[11.4 µM]	-12%[7.6 µM]
12	i	-2%	-11%	6%	6%
13	i	-2%	1%	8%	1%
14	.	0%	1%	-14%[25.6 µM]	?
15	i	-6%	-8%	-10%	?

Other structures:
No.	SMILES	HADH2 inhib	TexasRed autofl	Tau filament bind	FLuc inh	HBB splice mod	Pol III holo inh
16	CC(C)N1CC(O)=C(c2nc3ccccc3[nH]2)C1=N	-14%	i	-8%	?	-0.2%[57.5 µM]	?
17	CC(=O)N(C)c1ccc(OCC(O)CN(Cc2ccco2)S(=O)(=O)c2ccc(C)cc2)cc1 (stereo not given)	8%	i	4%	3%	-0.5%	-2%
18	O=C(CN1C2=NCCCN2c2ccccc21)c1ccc2c(c1)OCO2	-2%	i	-11%	3%	.	-1%
19	CCn1c(=O)cc(SCC(=O)N2CCOCC2)c2ccccc21	-11%	i	-12%	-1%	0.8%[0.369 µM]	-4%
20	CCC(C)Sc1nnc(-c2c[nH]c3ccccc23)n1CCOC (stereo not given)	2%	i	-11%	-2%	-2.2%[0.369 µM]	1%
21	CCN1CCN(C(=O)c2ccccc2N(C)S(=O)(=O)c2ccc(C)cc2)CC1	4%	i	2%	3%	1.7%	3%
22	COc1cc2c(cc1OC)CN(S(C)(=O)=O)CC2	4%	.	3%	0%	0.5%	4%
23	Cc1cc(NC(=O)C(C)C)ncc1NC(=O)CCc1ccccc1	2%	i	-21%	3%	.	-13%
24	COc1cccc(-n2ccnc2SCC(=O)Nc2nccs2)c1	-6%	i	9%	-5%	0.3%	-2%
25	O=c1cc(CSc2nnc(-c3ccco3)o2)c2ccccc2[nH]1	-9%	i	3%	5%	.	-13%
26	Cn1cnc([N+](=O)[O-])c1SCC(=O)O	-2%[11.4 µM]	i	-5%[11.4 µM]	2%[11.4 µM]	3.0%[9.22 µM]	-5%[11.4 µM]
27	CC(=O)N1CCC[C@@]2(CCN(Cc3ccccc3)C2)C1	7%	i	6%	2%[11.4 µM]	3.0%	-1%
28	Cc1ccc(-n2ncc3c(=O)[nH]c(SCC(=O)N4CCC(C)CC4)nc32)cc1C	2%	.	71%	4%	0.4%	-7%
29	CCOC(=O)CSc1nnc(Cn2c(=O)sc3ccccc32)n1-c1ccccc1C	-21%	.	6%	-1%	-0.2%	-10%
30	CC(NC(=O)CCC(=O)NC(C)C1COc2ccccc2O1)C1COc2ccccc2O1 (stereo not given)	-4%	i	-14%	1%	.	4%
31	COc1ccc(Oc2ncc3nc(-c4ccccc4)c(=O)n(CCC#N)c3n2)cc1	11%	i	14%	0%[11.4 µM]	0.8%	-7%
32	CCOC(=O)C1CCCN(C(=O)CCCn2nc(C)n3c(cc4sccc43)c2=O)C1 (stereo not given)	12%	.	-3%	1%	0.3%	-1%
33	C=CCn1c(C)c(C(C)=O)c(SC)nc1=S	-13%	.	20%	2%	-0.1%[9.22 µM]	-1%

No.	Rhodamine autofl	Hsp90 Hop PPI	ERK AVP block	15-hLO inh	CRE-bla Fsk
16	i	-2%	?	10%	3%
17	i	-16%	?	-13%	-6%
18	i	-2%	-20%	3%	-2%
19	i	-5%	-20%	6%	19%
20	i	-3%	-9%	1%	25%
21	i	-6%	?	3%	?
22	.	-3%	-5%	7%	2%
23	i	?	13%	11%	-3%
24	i	-4%	12%	15%	1%
25	i	0%	23%	0%	13%
26	i	-3%[11 µM]	-6%[11.5 µM]	0%[11.4 µM]	-13%[7.6 µM]
27	i	-5%	-3%	-7%	0%
28	.	-1%	.	7%	8%
29	.	-3%	1%	-1%	-7%
30	i	-3%	-23%	5%	-13%
31	i	-4%	14%	8%	?
32	.	?	-16%	9%	20%
33	.	2%	23%	4%	-1%

Quoted at random: two records from the list
No.	SMILES	HADH2 inhib	TexasRed autofl	Tau filament bind	FLuc inh	HBB splice mod	Pol III holo inh
25	O=c1cc(CSc2nnc(-c3ccco3)o2)c2ccccc2[nH]1	-9%	i	3%	5%	.	-13%
17	CC(=O)N(C)c1ccc(OCC(O)CN(Cc2ccco2)S(=O)(=O)c2ccc(C)cc2)cc1 (stereo not given)	8%	i	4%	3%	-0.5%	-2%

No.	Rhodamine autofl	Hsp90 Hop PPI	ERK AVP block	15-hLO inh	CRE-bla Fsk
25	i	0%	23%	0%	13%
17	i	-16%	?	-13%	-6%

The list is partial, so the mix of outcomes need not match the whole.
